TEAD-YAP inh – TEAD-YAP interaction inhibition | HEK-TIYL cells, TEAD-Gal4/YAP UAS-luciferase luminescence | inhibition, % at 9.12 µM | actives 1.4% (n = 640,000) | AID 1259422; in the data active = inhibition above about 32%;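 also: 0% = median of test compound wells and 100% = reference inhibitor wells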
FBW7 act – activators of human E3 ligase FBW7; normalized activity (activation), % at 26.1 µM; AlphaScreen FBW7–phospho-cyclin E peptide binding, activator screen; AID 1259310; Q969H0; actives 0.13% (n = 650,000); in the data active = normalized activity above about 1.9%;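 also: purified mutant Fbw7 with reduced substrate affinity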
GPR151 activ – human GPR151 activation; PathHunter beta-arrestin GPR151 cells, luminescence; actives 1% (n = 650,000); activation, % at 11.2 µM; Q8TDV0; in the data active = activation above about 4.9%;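 also: 0% = median of compound wells and 100% = cells with positive control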
Target sequence (Q8TDV0 whole entry, looked up): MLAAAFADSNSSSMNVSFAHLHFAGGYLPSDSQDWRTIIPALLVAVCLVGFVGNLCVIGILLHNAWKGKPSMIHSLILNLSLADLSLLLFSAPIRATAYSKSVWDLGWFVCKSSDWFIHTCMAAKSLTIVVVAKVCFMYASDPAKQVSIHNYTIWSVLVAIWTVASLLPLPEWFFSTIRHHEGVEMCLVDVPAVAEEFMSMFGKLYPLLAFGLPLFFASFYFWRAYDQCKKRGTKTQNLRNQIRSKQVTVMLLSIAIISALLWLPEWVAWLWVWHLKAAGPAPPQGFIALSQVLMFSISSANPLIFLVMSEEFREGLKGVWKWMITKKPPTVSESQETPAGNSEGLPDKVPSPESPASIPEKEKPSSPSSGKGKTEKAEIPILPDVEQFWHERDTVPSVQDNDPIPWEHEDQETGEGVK
MITF primary – blocks human microphthalmia-associated transcription factor. AlphaScreen MITF homodimerization, bead proximity signal. inhibition, % at 2.6 µM. actives 0.91% (n = 650,000). O75030. AID 1259374; in the data active = inhibition above about 50%;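 also: 0% = vehicle wells with protein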
Target sequence (O75030 whole entry, looked up): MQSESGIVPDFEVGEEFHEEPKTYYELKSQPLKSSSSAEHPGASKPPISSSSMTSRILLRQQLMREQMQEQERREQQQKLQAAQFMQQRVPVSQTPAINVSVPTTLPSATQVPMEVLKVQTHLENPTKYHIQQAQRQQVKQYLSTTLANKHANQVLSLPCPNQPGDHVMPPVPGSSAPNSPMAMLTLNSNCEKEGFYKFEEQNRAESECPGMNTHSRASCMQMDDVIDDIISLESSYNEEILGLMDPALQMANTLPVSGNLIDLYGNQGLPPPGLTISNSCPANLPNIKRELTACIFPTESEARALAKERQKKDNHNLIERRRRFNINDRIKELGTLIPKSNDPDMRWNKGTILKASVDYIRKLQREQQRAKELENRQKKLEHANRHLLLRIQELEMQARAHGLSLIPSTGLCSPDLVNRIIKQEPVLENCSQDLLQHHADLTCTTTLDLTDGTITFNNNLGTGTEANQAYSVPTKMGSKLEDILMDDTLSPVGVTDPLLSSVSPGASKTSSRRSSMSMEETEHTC
* = called active by the depositor.

SMILES	TEAD-YAP inh	FBW7 act	GPR151 activ	MITF primary
CC(=O)c1cccc(NC(=O)c2cnn3c(C(F)(F)F)cc(-c4ccc(F)cc4)nc23)c1	7	-0.1	1.6	-7
Cc1c(Cl)cccc1NC(=S)N(Cc1ccccc1)Cc1cccnc1	-4	0.1	-0.1	16
Cc1c(C(=O)c2ccccc2)oc2ccc(N)cc12	-13	0.1	-0.3	4
O=C1CN(c2ccc(Cl)cc2)S(=O)(=O)c2ccccc2N1	-6	0.0	5.6*	2
CC1CCN(S(=O)(=O)c2ccc3nc(-c4ccccc4)cc(C(=O)N4CCCCCC4)c3c2)CC1	-3	0.0	-1.7	-2
O=C1OC(c2cccc(Br)c2)=N/C1=C\c1cccc([N+](=O)[O-])c1	4	0.1	-0.6	3
CCSc1nnc(NC(=O)COc2ccc(Cl)cc2C)s1	0	0.2	1.4	-3
CCOC(=O)c1cnc2c(OC)cccc2c1Nc1ccc(Br)cc1C	0	0.0	-0.2	3
O=C(On1c(-c2ccc(F)cc2)nc2ccccc2c1=O)c1ccc(Cl)cc1	-3	0.2	5.1*	3
CC(C)Oc1ccc(/C=C(/C#N)c2ccc(C(=O)O)cc2)cc1	-86	0.0	-4.7	6
COCCNCC(O)Cn1c2ccccc2c2ccccc21 (configuration not stated)	8	-0.1	-0.2	3
COc1ccc(/C=C/C(=O)NCCN2CCN(C(=O)/C=C/c3ccc(OC)cc3)CC2)cc1	5	0.1	-0.3	7
CCOC(=O)c1sc2nc(SCc3cc(C(C)=O)ccc3OC)n(Cc3ccco3)c(=O)c2c1C	6	-0.1	-0.3	0
COc1cccc(OCCCCCCNCCO)c1	-6	0.1	1.7	2
Cn1c(=O)c2ncn(CC(=O)Nc3ccc(Br)cc3)c2n(C)c1=O	6	-0.2	-0.5	44
Cc1ccc(NC(=O)CC2CC(C)(C)OC2=O)cc1 (configuration not stated)	-2	0.1	0.5	16
O=C(c1cc(-c2cccs2)nc2ccccc12)N1CCCC1	1	-0.1	-0.9	5
Cc1ccccc1NC(=O)c1cccc2c1C(=O)c1ccccc1-2	53*	-0.2	-0.3	12
COc1cccc(C(=O)CSc2cc(N3CCOCC3)ncn2)c1	-44	-0.4	-0.6	11
O=C(Nc1nnc(-c2ccccc2Cl)s1)C12CC3CC(CC(C3)C1)C2	3	-0.1	-0.6	-3
COc1ccccc1CC(=O)Nc1ccc(Cl)cc1C	3	0.1	0.0	3
O=C(OCCCN1C(=O)c2cccc3c(N4CCOCC4)ccc(c23)C1=O)c1cc(Cl)cc(Cl)c1	5	0.2	1.0	-11
CCOc1cc(C2C(C(=O)OCCSCC)=C(C)NC3=C2C(=O)CC(c2ccc(OC)cc2)C3)cc(Br)c1O (configuration not stated)	-2	0.0	0.9	3
COc1ccc(-c2nc3ccc(C(=O)NCc4ccccc4Cl)cc3nc2-c2ccc(OC)cc2)cc1	7	0.2	-0.7	-3
COc1ccc(C(=O)C2CCCN(C(=O)c3cn4ccsc4n3)C2)c(C)c1 (configuration not stated)	-12	-0.1	-0.7	-2

Just TEAD-YAP inh, GPR151 activ and FBW7 act (2 entries from above):
| canonical_smiles | TEAD-YAP inh | GPR151 activ | FBW7 act |
| --- | --- | --- | --- |
| Cc1ccc(NC(=O)CC2CC(C)(C)OC2=O)cc1 (configuration not stated) | -2 | 0.5 | 0.1 |
| O=C(c1cc(-c2cccs2)nc2ccccc12)N1CCCC1 | 1 | -0.9 | -0.1 |

Further compounds follow:
SMILES	TEAD-YAP inh	FBW7 act	GPR151 activ	MITF primary
Cc1ccc(C(=O)N2CCN3C(=O)[C@H]([C@@H](C)OCc4ccccc4)NC(=O)[C@H]3C2)cc1	3	0.1	1.5	5
COc1ccccc1N1CCN(S(=O)(=O)c2ccc(F)c(C(=O)Nc3cc(C)cc(C)c3)c2)CC1	6	-0.1	-2.7	-13
Cc1ccc2c(c1)CC(c1nc3ccc(-c4ccnc(N)n4)cc3s1)CO2 (configuration not stated)	-1	-0.4	0.3	10
CCOC(=O)c1c(N)n(-c2cc(OC)cc(OC)c2)c2nc3ccccc3nc12	-3	-0.1	-2.1	-15
Cc1ccccc1-c1cnnc(N(C)CCc2ccccn2)n1	-43	-0.2	-0.1	7
C/C(=N\N=C1/NC(=O)C(CC(=O)O)S1)c1ccc(F)cc1 (configuration not stated)	-8	-0.1	1.1	4
COc1ccc(/C=N/NC(=O)c2snnc2C)c(OC)c1OC	-6	-0.1	0.0	-13
COc1ccc(CCNc2nc(-c3ccccc3)ncc2C)cc1	42*	-0.1	-1.6	-4
COC(=O)c1ccc(CN(C)S(=O)(=O)c2cccs2)o1	-11	0.0	-1.2	-2
O=C(Nc1ccc(F)cc1Cl)c1ccccn1	-30	0.0	-1.4	-3
CCOCCCNC(=O)c1nn(C)c2c1COc1ccccc1-2	-24	0.3	-0.4	17
CCCNc1ncnc2c1nc(Nc1cccc(N(C)C)c1)n2C(C)C	0	0.6	-1.0	17
COCC(=O)N(c1ccc(Cl)cc1)C1C=CS(=O)(=O)C1 (configuration not stated)	11	0.3	-0.4	8
CCn1c(SCC(=O)Nc2ccccc2OC)nnc1-c1ccccc1N	3	-0.2	-0.8	-4
CC(C)n1c(Oc2ccc(C#N)cc2)nc2c1c(=O)n(C)c(=O)n2C	-14	-0.4	-0.7	-1
Cc1ccc(NC(=O)CCCn2cnc([N+](=O)[O-])n2)cc1	-4	0.5	-0.4	0
COc1ccc(N2CCN(C(=O)CN(C3CCCCC3)S(C)(=O)=O)CC2)cc1	11	0.6	-0.9	16
COc1cccc(CN2CCN(Cc3cnc(N(C)C)nc3)[C@@H](C)C2)c1	5	0.5	-0.7	25
CCCCc1nnc(SCC(=O)Nc2nccs2)n1C	4	0.1	0.3	16
COc1cc(/C=N/NC(=O)COc2ccccc2C)cc(OC)c1O	2	-0.1	0.2	5
COc1ccccc1N1CCN(C2CCCN(Cc3ccn[nH]3)C2)CC1 (configuration not stated)	1	0.2	-0.6	11
CN(C)c1cccc(Nc2nc(C(=O)NCc3cccc(C(F)(F)F)c3)cs2)c1	6	0.0	0.6	-1
COc1ccc(Br)c(C=C2C(=O)N(C)C(=O)N(C)C2=O)c1	8	-0.2	-2.7	14
COc1cccc2cc(-c3nnc(Nc4ccc(Oc5ccc6ccccc6c5Cl)c(Cl)c4)s3)c(=O)oc12	10	0.1	1.4	6
CCOc1ccccc1Nc1ncnc2sc(C)c(C)c12	-1	0.0	1.3	2
The listing continues:
SMILES	TEAD-YAP inh	FBW7 act	GPR151 activ	MITF primary
CCS(=O)(=O)N1CCCC(C(=O)NCc2ccccc2Cl)C1 (configuration not stated)	1	0.0	3.8	-5
Nc1cc(N)nc(SCc2nnc(-c3cccs3)o2)n1	-9	0.1	-0.5	10
COc1ccccc1NC(=O)CN1c2cccc3cccc(c23)S1(=O)=O	-5	-0.2	1.0	-7
CC(C)OC(=O)c1c(NC(=O)c2cc([N+](=O)[O-])ccc2Cl)sc2c1CCCC2	-6	-0.1	-0.2	-8
CCOC(=O)NC(NC(=O)OCC)C(=O)c1ccccc1	-4	-0.1	-0.2	6
Clc1cc(N2CCCCCC2)nc(N2CCCCCC2)n1	9	-0.2	1.2	3
CCOC(=O)c1cc2c(nc1N)CCCC2	-5	0.1	-1.4	-2
CSc1cccc(NC(=O)N[C@H]2C[C@H]3C(=O)N[C@@H](CCCCN)C(=O)N3C2)c1	-7	0.0	-0.8	-16
Cc1csc(NC(=O)CSc2nnc3n(N)c(=O)c4ccccc4n23)n1	-3	0.0	-0.8	-11
O=C(c1ccc(Br)cc1)N1CCC(c2ccccc2)C1 (configuration not stated)	-56	0.0	-0.6	6
COc1cc(/C=N/NC(=O)c2ccc(C)nc2)cc(Br)c1O	-1	-0.1	-0.2	8
O=C1NC(=O)c2cc(NC(=O)c3cc(-c4cccs4)nc4ccccc34)ccc21	10	-0.1	-1.4	15
COC(=O)C1=CN(Cc2ccc(Cl)cc2)C=C(C(=O)OC)C1c1ccc(OC)c(Br)c1	9	0.3	1.1	-3
Cc1cc(C)cc(Nc2nc(-c3ccccc3Cl)nc3ccccc23)c1	7	0.0	-0.3	-8
COc1ccccc1N1CCN(C(=O)Cn2nnc(-c3ccncc3)n2)CC1	6	-0.1	0.4	2
CN(C)c1ccc(C(CNC(=O)NCc2ccc(F)cc2)N(C)C)cc1 (configuration not stated)	0	0.0	0.7	0
CC(C)c1ccccc1NC(=O)c1ccccc1	3	0.0	2.4	-4
CC(C)(C)C(=O)Nc1nnc(-c2ccc3c(c2)OCO3)s1	-54	0.0	-0.2	10
CC(C)(C)CN1CCC(n2nccc2NC(=O)C2CCOC2)CC1 (configuration not stated)	3	-0.1	4.1	15
O=C(Cc1ccccc1Cl)N(Cc1ccsc1)Cc1ccco1	-7	0.6	-0.6	3
COc1ccc(C(=O)COC(=O)CCc2nc3ccccc3s2)cc1	10	0.0	0.2	10
O=c1[nH]ncc(N/N=C\c2cccs2)c1Cl	-7	-0.1	2.7	14
Cc1cc(F)ccc1S(=O)(=O)Nc1ccc(N2CCCCS2(=O)=O)cc1	4	0.1	1.6	16
O=C(CSc1ccc(-c2ccncc2)nn1)Nc1nccs1	-14	-2.0	0.4	29
Cc1cc(NCCOc2ccccc2)nc(-c2cccc(N)c2)n1	-25	0.0	2.9	-2

Whole records as entered above. Order of screens: TEAD-YAP inh | FBW7 act | GPR151 activ | MITF primary
Profile of O=C(Cc1ccccc1Cl)N(Cc1ccsc1)Cc1ccco1 : -7 | 0.6 | -0.6 | 3
Profile of COc1ccc(/C=N/NC(=O)c2snnc2C)c(OC)c1OC : -6 | -0.1 | 0.0 | -13
Profile of CCSc1nnc(NC(=O)COc2ccc(Cl)cc2C)s1 : 0 | 0.2 | 1.4 | -3
Profile of COC(=O)C1=CN(Cc2ccc(Cl)cc2)C=C(C(=O)OC)C1c1ccc(OC)c(Br)c1 : 9 | 0.3 | 1.1 | -3

Remaining list, next part:
SMILES	TEAD-YAP inh	FBW7 act	GPR151 activ	MITF primary
O=C(O)Cn1c(=O)c2cccn2c2cccnc21	7	-0.1	-0.8	5
CO/N=C/c1ccc(Oc2ccc(NC(C)=O)cc2)c([N+](=O)[O-])c1	0	-0.1	-1.0	1
COc1cccc(NC(=O)CCCc2nc(-c3cc(OC)c(OC)c(OC)c3)no2)c1	8	0.2	-0.5	8
COCC(C)NC(=O)c1noc(C)c1[N+](=O)[O-] (configuration not stated)	1	0.4	-0.3	8
O=C(O)c1ccc2nc(CCc3ccccc3)[nH]c2c1	-4	0.3	-3.5	5
CS(=O)(=O)Nc1ccc(-c2cnc3cccc(NC(=O)c4ccccn4)c3c2)cc1	-23	0.2	0.7	48
COc1ccc(Cl)cc1C(=O)NNC(=O)CCNC(C)=O	3	0.3	-0.1	0
COc1ccccc1N1CCN(C(=O)CSc2nc3ccccc3c(=O)n2CCC(=O)NCc2ccc(F)cc2)CC1	19	1.0	-1.3	4
Cc1nn(-c2ccccc2)c2ncc(C(=O)N3CCc4ccccc4C3)c(Cl)c12	4	1.0	2.9	15
Cc1nccn1CC(C)C(=O)N1CCCC(c2nc3ccccc3c(=O)[nH]2)C1 (configuration not stated)	0	0.3	-0.3	-14
Cc1ccc(C2CC(c3ccc(Cl)cc3)n3ncnc3N2)cc1 (configuration not stated)	0	-0.1	-0.1	12
CN1CCCN(C(=O)C2CC23CCN(Cc2cc4ccccc4o2)CC3)CC1 (configuration not stated)	5	0.1	-1.6	0
O=C(N/N=C/c1c(O)c([N+](=O)[O-])cc2oc3c(c12)CCCC3)c1ccco1	-10	0.1	0.2	-13
COCCNC(=O)c1ccc2c(=O)n(Cc3ccccc3Cl)c(=S)[nH]c2c1	6	0.1	-0.8	11
O=C(ON1C(=O)c2cccc3cccc(c23)C1=O)c1ccccc1	-4	-0.1	1.9	-9
S=c1[nH]nc(-c2ccncc2)n1/N=C/c1ccc(Cl)cc1	8	-0.1	1.5	-14
Clc1ccc(Nc2nc(Nc3ccc(Cl)cc3)nc(N3CCOCC3)n2)cc1	3	0.8	4.3	13
COc1ccc(C2CC(c3ccc([N+](=O)[O-])cc3)=NN2c2ccccc2)cc1 (configuration not stated)	-4	-0.2	0.7	-2
N#Cc1cccc(NC(=O)Cc2ccccc2)c1	4	-0.1	7.6*	18
CCOc1ccc(/C=C2\N=C(c3cccs3)OC2=O)cc1	-1	0.3	-0.6	-4
O=C(N/N=C\c1ccc(-c2cccc([N+](=O)[O-])c2)o1)c1cnccn1	6	-0.1	0.2	22
CCCOC1CCCN(C(=O)CCc2nnc(Cc3cccc(C(F)(F)F)c3)o2)C1 (configuration not stated)	-47	0.1	0.5	10
NC(=O)C1CCN(C2CC(=O)N(c3ccc(F)cc3)C2=O)CC1 (configuration not stated)	-10	-0.2	-0.7	1
COc1ccc(OC)c(CN2CCN(C(=O)c3ccccc3F)CC2)c1	-4	-0.1	-0.1	26
COc1ccccc1N1CCN(C2CCCN(C(=O)Nc3ccc(F)cc3)C2)CC1 (configuration not stated)	13	-0.1	0.2	-2
CC(NS(=O)(=O)c1ccccc1)C(=O)Nc1ccc(I)cc1 (configuration not stated)	8	0.0	-0.3	6

Ordered by number of heavy atoms (falling): 4 of the compounds above
SMILES	TEAD-YAP inh	FBW7 act	GPR151 activ	MITF primary
COc1cccc(NC(=O)CCCc2nc(-c3cc(OC)c(OC)c(OC)c3)no2)c1	8	0.2	-0.5	8
Cc1nccn1CC(C)C(=O)N1CCCC(c2nc3ccccc3c(=O)[nH]2)C1 (configuration not stated)	0	0.3	-0.3	-14
COCCNC(=O)c1ccc2c(=O)n(Cc3ccccc3Cl)c(=S)[nH]c2c1	6	0.1	-0.8	11
CO/N=C/c1ccc(Oc2ccc(NC(C)=O)cc2)c([N+](=O)[O-])c1	0	-0.1	-1.0	1

Random draw from the library. Share with any hit: about 3.4%.
